Compound activity (PubChem)
aSyn rescue: rescues yeast growth from alpha-synuclein toxicity; Yeast expressing alpha-synuclein, growth rescue, BacTiter-Glo, 24 h; Potency, µM (doses to about 46.1 µM), inactives show at the top dose growth rescue (activation), most hits filed as activators; 370,000 tested, 0.14% active; AID 652106; further: potency means the concentration at half of the fitted maximal effect; % of control where 0% means no effect; nearly all actives have a fitted effect of over 65% in size
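Rescue of yeast growth: cells expressing toxic alpha-synuclein, induced in galactose at OD600 0.02, incubated with compound 24 h at 30 C. ATP luminescence quantified growth; inhibitors of toxicity appear as activators.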
TDP-43 yeast inh: TDP-43 toxicity inhibition in yeast; Potency, µM (titrated, usually from 46.1 µM), for the others: top-dose growth rescue (activation), most hits filed as activators; 410,000 tested, 1.8% active; AID 652104; TDP-43 expressing yeast growth rescue, BacTiter-Glo, 24 h; further: potency means the concentration at half of the fitted maximal effect; % of control where 0% means no effect; nearly all actives have a fitted effect of over 50% in size
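Readout is BacTiter-Glo luminescence of cell growth, so inhibitors register as activators. TDP-43-expressing yeast at OD600=0.02 in galactose medium, after raffinose pregrowth to mid-log, were incubated with compound for 24 hr at 30 deg C.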
EPAC2 ag: agonists of human EPAC2 (RAPGEF4); Q8WZA2; EPAC2 activation, biochemical qHTS; response scale: 100% = 6.5 mM cAMP response; Potency, µM (highest dose often 154 µM), for inactives: top-dose activation, most hits filed as activators; 360,000 tested, 0.079% active; AID 720711; further: potency means the concentration at half of the fitted maximal effect; nearly all actives have a fitted effect of over 50% in size
Target sequence (Q8WZA2 whole entry, looked up): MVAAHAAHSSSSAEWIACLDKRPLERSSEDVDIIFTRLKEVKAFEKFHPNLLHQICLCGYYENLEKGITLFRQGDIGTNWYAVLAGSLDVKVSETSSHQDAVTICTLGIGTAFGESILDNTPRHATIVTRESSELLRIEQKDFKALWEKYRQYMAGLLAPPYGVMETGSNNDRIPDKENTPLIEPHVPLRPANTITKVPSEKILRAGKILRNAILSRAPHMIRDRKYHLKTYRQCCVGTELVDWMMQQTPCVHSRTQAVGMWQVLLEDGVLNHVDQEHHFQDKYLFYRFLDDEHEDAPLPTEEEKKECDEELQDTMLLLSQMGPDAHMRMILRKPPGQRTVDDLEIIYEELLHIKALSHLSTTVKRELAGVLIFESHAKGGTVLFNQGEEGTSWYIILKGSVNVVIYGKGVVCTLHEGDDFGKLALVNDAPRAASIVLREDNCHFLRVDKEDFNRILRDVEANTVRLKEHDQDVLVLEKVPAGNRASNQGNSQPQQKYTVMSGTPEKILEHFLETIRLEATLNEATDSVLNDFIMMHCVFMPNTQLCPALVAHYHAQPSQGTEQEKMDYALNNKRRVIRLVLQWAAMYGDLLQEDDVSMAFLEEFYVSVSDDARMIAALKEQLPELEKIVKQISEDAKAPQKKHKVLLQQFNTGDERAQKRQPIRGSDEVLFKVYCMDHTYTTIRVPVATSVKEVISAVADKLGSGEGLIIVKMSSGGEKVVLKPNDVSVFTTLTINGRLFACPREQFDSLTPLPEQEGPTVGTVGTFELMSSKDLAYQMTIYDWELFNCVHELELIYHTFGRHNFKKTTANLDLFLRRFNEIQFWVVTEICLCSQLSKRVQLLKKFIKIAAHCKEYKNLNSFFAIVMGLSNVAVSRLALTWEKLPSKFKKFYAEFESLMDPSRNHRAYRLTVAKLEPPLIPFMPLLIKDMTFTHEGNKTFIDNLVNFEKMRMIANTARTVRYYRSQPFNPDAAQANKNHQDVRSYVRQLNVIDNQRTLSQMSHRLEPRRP
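Fluorescence exchange assay: 100 nM EPAC2 with 250 nM RAP1B-BODIPY-GDP and 50 uM GDP; compounds tested as a concentration-titration series (qHTS). Loss of Rap1-bound BODIPY-GDP fluorescence read at 480/540 nm; data normalized to 6.5 mM cAMP.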
Abeta yeast res: A-beta toxicity reversal in yeast | AID 1347071 | yeast expressing A-beta42, growth rescue, OD600, 48 h; response scale: 0% DMSO, 100% iron-clioquinol control | 410,000 tested, 0.063% active | Potency, µM (highest dose often 46.1 µM), inactives show at the highest dose growth rescue, most hits filed as activators; further: potency means the concentration at half of the fitted maximal effect; nearly all actives have a fitted effect of over 55% in size
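Yeast growth medium received pinned compounds, then yeast cells expressing toxic A-beta were added; plates incubated at 30 C for 48 hr. Growth read as absorbance at 600 nm, normalized to DMSO and equimolar FeCl3 plus clioquinol controls.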
D3 antag: blocks the human D3 dopamine receptor. P35462. D3R cells, DiscoveRx beta-arrestin luminescence, antagonist mode; stronger effect = lower value. max response, negative = inhibition, %. 360,000 tested, 2.5% active; in the data active means max response below about -50%; inconclusive means no clear call, values can overlap the other calls; further: on the % scale 0 is the no-effect control and ±100 the full control effect; mostly tested at two doses, the higher about 12 µM
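Cells expressing the human receptor were seeded at 1500 cells/well, incubated overnight at 37 degrees C in 5% CO2, then exposed to library compounds with dopamine controls for 90 minutes at 37 degrees C before luminescent detection.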
DRD3 agonist: D3 dopamine receptor (human) agonism. D3R DiscoveRx beta-arrestin cells, luminescence, 90 min. max activation, %. 410,000 tested, 0.58% active; in the data active means max activation above about 30%; further: 0% is about no effect; mostly tested at two doses, the higher about 12 µM
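Agonist-mode cell screen: cells plated at 1500/well and incubated overnight at 37 °C, then exposed to library compounds for 90 min at 37 °C. Detection reagent was added for 30–60 min at room temperature, and luminescence was read.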
EPAC2 antagonist: blocks human EPAC2 exchange factor; AID 720708; Potency, µM (highest dose often 114 µM), for the others: at the highest dose activity, negative = inhibition, most hits filed as inhibitors; Q8WZA2; 360,000 tested, 0.18% active; EPAC2 GEF exchange of Rap1B-BODIPY-GDP, fluorescence; further: potency means the concentration at half of the fitted maximal effect; on the % scale 0 is the no-effect control and ±100 the full control effect; nearly all actives have a fitted effect of over 45% in size; many of its hits are not listed in these tables
FUS yeast rescue: FUS proteinopathy suppression in yeast; S. cerevisiae FUS-expressing, growth rescue, OD600, 24 h; Potency, µM (series often up to 76.6 µM), for inactives: top-dose growth rescue (activation), actives largely listed as activators; 390,000 tested, 0.24% active;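 further: potency means the concentration at half of the fitted maximal effect; plate controls were DMSO vehicle for no effect and reference control for full effect; nearly all actives have a fitted effect of over 55% in size; some results filed as inactive show a strong effect at the top dose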
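Toxicity suppression screen in FUS-yeast. Cells induced with 2% galactose, starting OD 0.005, treated 24hr at 30C with compounds at multiple final concentrations; growth by OD600.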
An asterisk follows results filed as active; ? = inconclusive; · = not tested or not shown; [ ] = another dose, or the depositor's remark. Unless noted, the call rests on the fitted dose curve; in most records, active means well fitted curve in the direction sought with a large enough effect; inconclusive means small, poorly fitted or top-dose-only effect, or another doubt; inactive means no such curve, though single readings can be large; an effect the other way counts as inactive or inconclusive. An excerpt; count on the stated rates, not on these rows.

SMILES | aSyn rescue | TDP-43 yeast inh | EPAC2 ag | Abeta yeast res | D3 antag | DRD3 agonist | EPAC2 antagonist | FUS yeast rescue
COc1ccc(CNc2nnnn2C)cc1 | -4% | -2% | 5% | 4% | 3 | 2 | 7% | -12%
COC(=O)[C@]12CCCCC=C1N(Cc1ccc3c(c1)OCO3)C(=O)[C@H](CC(=O)N1CCN(C(=O)c3ccco3)CC1)C2 | 1% | -3% | -1% | -8% | 13 | 9 | 12% | 38%
CCOc1ccc(NC(=O)Nc2cccnc2)cc1 | -17% | -2% | -5% | -15% | 7 | 5 | 1% | 11%
O=C(CCS(=O)(=O)c1nc(-c2ccc3c(c2)OCO3)cc(C(F)(F)F)n1)Nc1ccccc1F | · | 22µM* | · | -8% | · | -4 | · | 26%
O=C(O)C(c1cccs1)C1(O)CCCCC1 (stereo unspecified) | 0% | -11% | 10% | 7% | -6 | 6 | 6% | 5%
Oc1ccc(/C=N/Nc2ccc(C(F)(F)F)cn2)cc1 | -24% | 10µM* | 0% | ? | 32 | 5 | -3% | -17%
COc1ccccc1CNC(=O)Cn1c(=O)oc2cc(S(=O)(=O)NCc3ccccc3)ccc21 | · | 2% | · | 2% | · | -2 | · | 26%
COc1ccc(NC(=O)CSC(C)c2nc3ccccc3c(=O)[nH]2)cc1 (stereo unspecified) | -1% | -19% | 2% | 5% | 9 | 4 | -5% | ·
Cc1cc(C)nc(NC(=O)Nc2ccccc2C(F)(F)F)n1 | 15% | -4% | 7% | 1% | -4 | 5 | 3% | 9%
O=C(C1=NNCC1c1ccccc1)C1OC1c1ccccc1 (stereo unspecified) | 7% | -17% | 16% | -4% | 4 | 3 | -7% | 2%
CCc1ccc(OCC(=O)NNC(=O)Cc2c(F)cccc2Cl)cc1 | -9% | -17% | 10% | 0% | -27 | -16 | 6% | 27%
Cc1ccc(S(=O)(=O)NCCCCCC(=O)Nc2c(C)n(C)n(-c3ccccc3)c2=O)cc1 | -4% | 15% | 1% | -4% | 5 | -3 | 0% | -28%
O=S(=O)(c1ccccc1)n1nc(-c2ccccc2)nc1NCc1ccco1 | 2% | 13% | 9% | 11% | -4 | 6 | 4% | 11%
O=C(O)c1nn(-c2ccc(F)cc2)ccc1=O | -6% | -7% | 15% | -9% | -20 | -11 | 0% | 5%
COc1ccccc1NC(=S)N(Cc1ccccc1)Cc1cccnc1 | 5% | 17% | -6% | 12% | -9 | -1 | -18% | 10%
O=C(NN1C(=O)C2C3C=CC(O3)C2C1=O)c1cccc(O)c1 (stereo unspecified) | -11% | 9% | 2% | -6% | 3 | 2 | 2% | ·
COc1ccc(CCN(C)CCC(=O)Nc2cccc(C)c2)cc1OC | -12% | -9% | 16% | 1% | -22 | -14 | 24% | 4%
Cc1ccsc1/C=N/NC(=O)c1cc(-c2ccncc2)nc2ccccc12 | 8% | 13% | -2% | 21% | 0 | 2 | -2% | 41%
COc1cccc2c(C)cc3nnc(SCC(=O)Nc4ccc(C)cc4)n3c12 | · | 26% | · | -2% | · | -9 | · | 15%
Cn1nc(-c2ccccc2)c2ncc(C(F)(F)F)cc21 | 4% | 4%[9.22 µM] | 13% | -5% | -5 | 3 | 1% | -2%
COc1cc2cc(CN(CCN3CCOCC3)C(=O)Nc3ccc(F)cc3)c(=O)[nH]c2cc1OC | 11% | 10% | 4% | -4% | 1 | 2 | 1% | -4%
CCOc1ccc(-c2c(C)nn3c(C)c(C(=O)NCc4ccc(Cl)cc4)cnc23)cc1OCC | · | 21% | · | -16% | · | 10 | · | 10%
COc1ccc(S(=O)(=O)N(C)c2nc3ccccc3n3c(CC(C)C)nnc23)cc1 | 1% | -16% | -11% | 3% | 20 | 14 | -4% | -11%
CN1CCC(N(C)C(=O)c2cc(=O)c3ccccc3o2)CC1 | 1% | 8% | -1% | 3% | 5 | 3 | -3% | 15%
C/C(N)=C(/C#N)C(=O)CSc1nnnn1-c1ccccc1 | 7% | -2% | 2% | 14% | -2 | 6 | 13% | -15%

(further entries)
SMILES | aSyn rescue | TDP-43 yeast inh | EPAC2 ag | Abeta yeast res | D3 antag | DRD3 agonist | EPAC2 antagonist | FUS yeast rescue
CNS(=O)(=O)c1ccc2ccccc2c1 | -15% | 2% | 4% | -6% | -2 | 2 | -6% | -1%
COc1ccc(NC(=O)c2cccc(N3C(=O)c4cccc([N+](=O)[O-])c4C3=O)c2)cc1 | 1% | 15% | 8% | 5% | -8 | -4 | 6% | -7%
Cc1ccc([N+](=O)[O-])cc1S(=O)(=O)NCCc1c(C)[nH]c2c(C)cccc12 | -1% | -2% | 0% | 15% | -12 | -8 | -1% | -9%
CNC(=S)NNC(=O)c1cc(-c2cccnc2)nc2ccccc12 | -66%[inhibitor] | -67%[inhibitor] | 2% | -72%[inhibitor] | -14 | 15 | 3% | -3%
CCOC(=O)Nc1nc(-c2ccc(F)cc2F)cs1 | -14% | 12% | -5% | -8% | 5 | 4 | -3% | ·
COc1ccc(OC)c(NC(=O)C2CCCN2S(=O)(=O)c2cccc3nsnc23)c1 (stereo unspecified) | -12% | 15% | 8% | 10% | -4 | 1 | 7% | 14%
OC(COC(c1ccccc1)c1ccccc1)CN1CCc2ccccc2C1 (stereo unspecified) | 5% | -10% | 7% | -15% | -54* | -12 | -11% | 13%
Cc1cccc(NC(=S)NN2CCN(C)CC2)c1C | 0% | 1% | 2% | 26% | 35 | 6 | -7% | -10%
O=C(c1ccco1)N1CCN(C(=O)c2ccc(COc3ccc(F)cc3)o2)CC1 | -5% | 1% | -20% | 3% | -6 | 2 | 0%[57.1 µM] | 11%
CS(=O)(=O)c1ccc(S(=O)CC(=O)Oc2ccc(Cl)cc2)c([N+](=O)[O-])c1 (stereo unspecified) | -8% | -9% | 9% | -52%[inhibitor] | -102* | -16 | 14% | 19%
Cc1cc(C(=O)OCC(=O)NC2CCCC(C)C2C)c(C)o1 (stereo unspecified) | 6% | ? | 2% | 8% | 0 | 1 | 7% | 3%
CC(C(=O)OCC(=O)c1ccc(Br)cc1)N1C(=O)C2C3C=CC(C3)C2C1=O (stereo unspecified) | 4% | -15% | 15% | -10% | -7 | 4 | -2% | 2%
CC1CN(S(=O)(=O)c2ccc(NC(=O)c3ccco3)cc2)CC(C)O1 (stereo unspecified) | -4% | 12% | 6% | 2% | 30 | -3 | -1% | 6%
O=C(NN=C1CCCCCC1)c1ccc2c(c1)OCO2 | 1% | -5% | 5% | 14% | 1 | 0 | 7% | 5%
CCN(CC(=O)NCc1cccs1)C(=O)c1ccccc1F | -2% | 20% | 4% | -7% | -4 | 1 | 0% | -6%
COC(=O)c1ccc(NC(=O)C2CCCN2S(=O)(=O)c2ccc(OC)cc2)cc1 (stereo unspecified) | 9% | 17% | 14% | -9% | 0 | -17 | -1% | ·
CCN(CC(=O)Nc1cc(Cl)ccc1C)C(=O)COc1cccc2c1OC(C)(C)C2 | -1% | 25% | 3% | 0% | 2 | -14 | -5% | ·
N#CCCN(C(=O)c1ccc2c(=O)n3c(nc2c1)CCCCC3)c1ccccc1 | 0% | -15% | 2% | 3% | 1 | 3 | 2% | -12%
Cc1c(NC(=O)c2ccc(NS(=O)(=O)c3ccccc3)cc2)c(=O)n(-c2ccccc2)n1C | -1% | 0% | 13% | -9% | -20 | -6 | 5% | ·
COc1nc(NCCc2ccc(OC)c(OC)c2)nc(NC(C)(C)CO)n1 | -4% | 1% | 3% | 5% | 16 | -2 | 0% | 15%
CCC(Cc1ccccc1)OC(=O)c1ccccc1C(=O)O (stereo unspecified) | 0% | -7% | 4% | 11% | -1 | 13 | 26% | -4%
O=C(O)c1c2c(nc3ccccc13)/C(=C/c1ccc(OC(F)F)cc1)CCC2 | 10% | -1% | 4% | 2% | 6 | -1 | -15% | 16%
CCOc1nc2c(c(=O)n(C)c(=O)n2C)n1Cc1ccccc1Cl | 7% | -5% | 8% | 4% | 20 | 18 | -1% | -6%
CSc1ccccc1OCc1cc(C(=O)NC(C)CCn2cccn2)no1 (stereo unspecified) | 2% | 21% | 2% | 10% | -5 | -13 | -10% | ·
CCc1nc(CN2CCN(Cc3ccc(F)c(F)c3)C(CCO)C2)c(C)[nH]1 (stereo unspecified) | 0% | 0% | 9% | -4% | -7 | -11 | 3% | -15%

Next part.
SMILES | aSyn rescue | TDP-43 yeast inh | EPAC2 ag | Abeta yeast res | D3 antag | DRD3 agonist | EPAC2 antagonist | FUS yeast rescue
COc1ccc(C(=O)Nc2nc(C)cc(C)n2)cc1 | 1% | 13% | -2% | 3% | 3 | 1 | 13% | 1%
CCOC(=O)Nc1cccc(Cl)c1C | -6% | ? | -8% | 10% | 8 | -3 | 7% | -16%
COc1ccc(C(=O)NCC(=O)N/N=C/c2c(C)[nH]c3ccccc23)cc1OC | -3% | -7% | 14% | -10% | 0 | -19 | -1% | 12%
CCOC(=O)N1CCC(N2CCCC(CO)(Cc3cccc(OC)c3)C2)CC1 (stereo unspecified) | 6% | -2% | 3% | -10% | 16 | 1 | 12%[57.1 µM] | -9%
COc1ccc(-c2[nH]ncc2/C=N/NC(=O)c2ccncc2)c(OC)c1 | -5% | 11% | 8% | -10% | 10 | -1 | -3% | 17%
O=C(NCCCc1nc2ccccc2n1Cc1cccc(Cl)c1)C1CCCCC1 | · | 25% | · | -2% | · | -11 | · | 6%
Cc1cccc(Cn2c(SCc3ccc(C(=O)NC4CCCC4)cc3)nc3cccnc32)c1 | · | 0% | · | -19% | · | -3 | · | 40%
Cc1ccc(NC(=O)C2CCN(S(=O)(=O)c3cccs3)CC2)cc1C | 1% | 6% | -20% | 1% | 3 | -4 | 16%[57.1 µM] | 17%
O=C(COC(=O)c1cccs1)Nc1nnc(-c2ccccc2)o1 | 4% | 10% | 0% | 28% | 4 | 7 | 2% | 20%
CC(=N\O)/C(CN(C)C)=N/O | -1% | -1% | -2% | -4% | 0 | -5 | 0% | 7%

Single records, as listed above:
CCOC(=O)N1CCC(N2CCCC(CO)(Cc3cccc(OC)c3)C2)CC1 (stereo unspecified) in the list: aSyn rescue: 6%; TDP-43 yeast inh: -2%; EPAC2 ag: 3%; Abeta yeast res: -10%; D3 antag: 16; DRD3 agonist: 1; EPAC2 antagonist: 12%[57.1 µM]; FUS yeast rescue: -9%
CC(=N\O)/C(CN(C)C)=N/O in the list: aSyn rescue: -1%; TDP-43 yeast inh: -1%; EPAC2 ag: -2%; Abeta yeast res: -4%; D3 antag: 0; DRD3 agonist: -5; EPAC2 antagonist: 0%; FUS yeast rescue: 7%
